STK33 inh: inhibitors of human STK33 kinase; purified STK33, MBP phosphorylation, ADP-Glo luminescence; inhibition, % at 10 µM; 0.073% of 320,000 active; AID 2661;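 active = inhibition at or above 25%, using the most active replicate where run in duplicate; inactive = inhibition below 25%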
Target sequence (Q9BYT3 whole entry, looked up): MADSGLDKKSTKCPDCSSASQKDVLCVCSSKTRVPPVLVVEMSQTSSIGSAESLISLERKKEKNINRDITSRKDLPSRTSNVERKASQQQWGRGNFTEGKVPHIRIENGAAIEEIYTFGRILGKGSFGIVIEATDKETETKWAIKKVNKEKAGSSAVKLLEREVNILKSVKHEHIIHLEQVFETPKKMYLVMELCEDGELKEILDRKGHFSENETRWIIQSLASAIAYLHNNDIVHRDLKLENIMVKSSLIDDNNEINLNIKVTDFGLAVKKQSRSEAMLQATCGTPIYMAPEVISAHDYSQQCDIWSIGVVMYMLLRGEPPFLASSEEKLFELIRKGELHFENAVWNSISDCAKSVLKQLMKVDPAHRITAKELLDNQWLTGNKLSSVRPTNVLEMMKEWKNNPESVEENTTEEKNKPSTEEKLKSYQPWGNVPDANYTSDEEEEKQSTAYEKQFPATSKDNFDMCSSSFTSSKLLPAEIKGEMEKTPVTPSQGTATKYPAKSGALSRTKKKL
KCNQ2 block: KCNQ2 potassium channel inhibitors, primary screen, cell-based, CHO-K1, FluxOR thallium flux, B-score (AID 2156) | O88943 | 20 min; stronger effect = lower value | B-score at 10 µM | 1.1% of 310,000 active;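 active = fluorescence ratio B-score at most minus 3 library SDs, with starting brightness B-score within 2 library SDs, cut at about -5.5 in these data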
Kir21 inh: inhibitors of mouse Kir2.1 inward-rectifier potassium channel. HEK293-Kir2.1, FluxOR thallium flux fluorescence; stronger effect = lower value. B-score at 10 µM. 0.85% of 310,000 active. P35561;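 active = fluorescence ratio B-score at or below minus 3 SD of library scores, with starting-brightness B-score within 2 SD, cut at about -4.2 in these data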;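 also: channel flux triggered by added potassium and thallium sulfate stimulus; B-score of peak minus minimum fluorescence over baseline after thallium stimulus; more negative B-score means stronger Kir2.1 block with less thallium influx; some compounds called inactive have numbers as strong as hits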
Target sequence (P35561 whole entry, looked up): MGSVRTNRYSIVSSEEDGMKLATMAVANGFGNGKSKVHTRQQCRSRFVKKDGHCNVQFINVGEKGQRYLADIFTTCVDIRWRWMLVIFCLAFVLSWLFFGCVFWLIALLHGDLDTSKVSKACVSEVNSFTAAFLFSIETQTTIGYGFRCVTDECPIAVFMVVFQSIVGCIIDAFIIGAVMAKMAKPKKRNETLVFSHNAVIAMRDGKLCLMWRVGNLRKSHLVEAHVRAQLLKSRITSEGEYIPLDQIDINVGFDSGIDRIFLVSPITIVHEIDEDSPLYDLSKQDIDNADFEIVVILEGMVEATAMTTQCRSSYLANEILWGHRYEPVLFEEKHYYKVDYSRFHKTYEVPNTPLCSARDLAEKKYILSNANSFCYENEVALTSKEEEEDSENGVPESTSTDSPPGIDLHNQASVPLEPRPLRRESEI
An asterisk follows results filed as active; i = inactive; . = not tested or not shown. Compounds as they come; about 1.9% have a hit in one of these screens.

SMILES | STK33 inh | KCNQ2 block | Kir21 inh
COCCn1c(SCC(=O)Nc2ccc(C)cc2)nc2c(oc3ccccc32)c1=O | 0.2 | i | 0.62
CN(C)S(=O)(=O)c1ccc(C(=O)OCC(=O)Nc2ccccc2OC(F)F)cc1 | 0.2 | i | 0.26
CC(Oc1ccccc1)C(=O)N1CCC2(CC1)Oc1ccc(F)cc1C(=O)C21CC(c2ccc(Cl)cc2)=NO1 (configuration not stated) | -0.9 | i | 0
Cc1ccccc1C(=O)Nc1cccc(-c2ccc3nncn3n2)c1 | -1.2 | i | 1.51
COc1ccccc1Oc1ccc2c(c1)C(=O)N(c1ccc(Br)c3cccnc13)C2=O | -1.3 | i | 0.09
O=C(CSc1nc(Nc2ccccc2)nc(N2CCOCC2)n1)Nc1ccc2c(c1)OCCO2 | -1.7 | i | 0.77
CC(C)Cn1c(C(C)C)nc([N+](=O)[O-])c1Sc1ccc(Cl)cn1 | -2.0 | i | -0.55
CCn1c(=O)n(CC)c2cc(S(=O)(=O)Nc3ccccc3C)c(C)cc21 | -1.9 | i | 0.02
Cc1cccc(NC(=O)/C(C#N)=C\c2cn(CC(=O)O)c3ccccc23)c1 | -1.1 | i | 2.89
Nc1c(C(=O)N2CCCC2)sc2nc(-c3ccccc3)ccc12 | -1.7 | i | -0.63
COc1cc(C(C)=O)ccc1Oc1ncnc2c1cnn2-c1ccccc1 | 0.6 | i | 0.34
C[C@@H](C[C@@H](O)[C@H](O)C(C)(C)O)[C@@H]1CC[C@]2(C)C3=CC[C@H]4C(C)(C)C(=O)CC[C@]4(C)[C@H]3CC[C@@]12C | 0.5 | i | -0.93
O=C(CSc1ccc(-c2nc3ccccc3[nH]2)cn1)N1CCN(C(=O)c2ccco2)CC1 | -1.3 | i | 0.93
CN(C)c1ccc(CNC(=O)c2ccc(CNc3c(N4CCCCC4)c(=O)c3=O)cc2)cc1 | 0.2 | i | 0.48
COc1ccc(C(=O)Oc2c(CN3CCOCC3)cc(Cl)c3cccnc23)cc1OC | -1.5 | i | 1.4
Cc1cnc(NC(=O)c2nn(C)cc2[N+](=O)[O-])s1 | . | i | 0.67
Cc1ccc(N2C(=O)C3NN=C(C(=O)OCc4ccccc4)C3C2=O)c(C)c1 (configuration not stated) | 0.5 | i | -0.01
O=C(O)c1ccc(CN2C(=O)CSC2=S)cc1 | -1.3 | i | 0.68
CCC(C)Nc1nc(SC(C(C)=O)C(C)=O)nc(N(C)C)n1 (configuration not stated) | 0.6 | i | -0.44
CCOC(=O)C1=C(C)NC(=O)NC1c1ccc2c(c1)OCCO2 (configuration not stated) | -0.6 | i | -0.08
Cn1cc(S(=O)(=O)CC(=O)Nc2ccc3c(c2)OCCO3)c2ccccc21 | -0.7 | i | -0.17
COC(=O)c1ccc(O)c(Sc2cc(C(=O)OC)ccc2O)c1 | -0.5 | i | 0
COC(=O)C1(C)NC(c2ccc(O)cc2)C2C(=O)N(c3ccc(C)cc3)C(=O)C21 (configuration not stated) | -1.5 | i | 0.71
COc1cc(C(=O)NCC(=O)N/N=C/c2ccccn2)cc(OC)c1OC | -0.2 | i | 0.67
Cc1ccc(-c2noc(COc3ccccc3C)n2)cc1 | -2.2 | i | -0.85
Cc1ccc(/C=N/NC(=O)c2n[nH]c3c2CCCC3)cc1 | -0.2 | i | 2.06
CCOc1ccccc1NS(=O)(=O)c1cccs1 | -0.1 | i | -0.44
COc1ccc(C(=O)NC(=S)NNC(=O)c2cnccn2)cc1OC | -0.2 | i | -0.99
COc1ccc(-c2ccc(=O)n(Cc3cc(=O)n4ccccc4n3)n2)cc1 | -2.2 | i | -1.36
Cc1c(/C=N/n2cnnc2)c2ccccc2n1CCOc1ccccc1 | -1.4 | i | -0.37
Cc1cccc(-n2c(C)nc3cc(C(=O)NCC4CCCO4)ccc32)c1 (configuration not stated) | -0.6 | i | 1.16
CCc1c(C)nc2ncnn2c1Nc1ccccc1C | 0.1 | i | -0.03
CC(C)CCNC(=O)CSc1nc2ccccc2s1 | -1.4 | i | -1.64
CC(C)NC(=S)Nc1ccc2nc3n(c(=O)c2c1)CCCCC3 | -0.3 | i | 1.54
COc1ccc(CCn2c(C(C)C)nc3oc4ccccc4c(=O)c3c2=O)cc1 | -0.1 | i | 0
CC1(C)CCC/C(=C\c2ccccc2)C1=O | -0.9 | i | 1.25
Cc1cc(/C=C2/NC(=O)N(c3ccccc3)C2=O)c(C)n1-c1cccnc1 | -1.0 | i | 1.16
CC(C)(C)SCCNC(=O)CN(c1ccccc1)S(=O)(=O)c1ccccc1 | 1.4 | i | -0.47
O=C(O)Cc1csc2ccccc12 | -5.6 | i | -0.59
COc1ccc(NS(=O)(=O)c2ccc(NC(=S)NC(=O)c3ccc(F)cc3)cc2)nn1 | 0.6 | i | 0.71
COc1ccccc1C(=O)NNC(=O)c1cccc(C)c1 | 0.9 | i | 0.2
C=CCNC(=S)NNC(=O)c1cccn(Cc2ccc(Cl)cc2)c1=O | -2.3 | i | 0.12
Cc1ccc2cc3c(nc2c1)N(c1ccccc1)CC3 | 0.9 | i | 0.87
Cc1cc(C(=O)Nc2cccc3ccccc23)c(C)o1 | -0.1 | i | -0.31
Cc1nn(CC(=O)Nc2ccc3nc4n(c(=O)c3c2)CCCC4)c(C)c1[N+](=O)[O-] | -1.4 | i | 0.86
O=C(CCNS(=O)(=O)c1ccccc1C(F)(F)F)NNC(=O)C1COc2ccccc2O1 (configuration not stated) | -0.8 | i | 0.71
CCOC(=O)CSc1nc2c(c(=O)n1-c1ccc(OC)cc1)SCC2 | -1.6 | i | 0.1
CC(C)OC(=O)/C(=C\c1cccc2ccccc12)NC(=O)c1ccccc1 | -0.6 | i | 1.88
Cc1ccc2nc(SCC(=O)NCc3ccccc3)nc(=O)n2c1 | . | i | -1.47
Cc1ccc(S(=O)(=O)N2CCCCC2)cc1NC(=O)Cn1ccsc1=N | -0.7 | i | -1.54

Looked up above.
Under STK33 inh, `Cc1ccccc1C(=O)Nc1cccc(-c2ccc3nncn3n2)c1` is entered as -1.2
Under Kir21 inh, `Cc1ccc2nc(SCC(=O)NCc3ccccc3)nc(=O)n2c1` is entered as -1.47
Under Kir21 inh, `CCC(C)Nc1nc(SC(C(C)=O)C(C)=O)nc(N(C)C)n1` (configuration not stated) is entered as -0.44
Under Kir21 inh, `C=CCNC(=S)NNC(=O)c1cccn(Cc2ccc(Cl)cc2)c1=O` is entered as 0.12

Next section
SMILES | STK33 inh | KCNQ2 block | Kir21 inh
Cc1ccccc1NS(=O)(=O)CCCCC(Cl)(Cl)Cl | -3.0 | i | 0.16
O=C(CC1C(=O)NCCN1Cc1ccc(-c2ccccc2)cc1)NCCc1ccccn1 (configuration not stated) | -0.7 | i | -0.56
CCCn1c(SCc2ccon2)nc2ccccc2c1=O | 0.2 | i | -0.38
Cc1ccnc(N2CCC(C(=O)NNC(=O)COc3cccc4ccccc34)CC2)n1 | -1.5 | i | 1.78
CC(=O)c1ccc2c3c(cccc13)CC2 | 0.9 | i | 0.77
Cc1ccc(C2C(C(=O)c3sc(C)nc3C)=C(O)C(=O)N2CCN(C)C)o1 (configuration not stated) | -3.8 | i | -0.46
CC(C)c1cc(CN2CCN(C3CCCC3)C(CCO)C2)[nH]n1 (configuration not stated) | -1.7 | i | 0.42
C=C(C)Cn1cnc2c(oc3nc4c(cc32)CCCC4)c1=O | -1.5 | i | 0.53
CN1CC(=O)N2Cc3[nH]c4ccccc4c3C[C@H]2C1=O | 0.3 | i | 0.04
Cc1ccc(S(N)(=O)=O)c(C)c1N1CCCC1=O | -0.9 | i | -0.94

Already shown: 2 of the compounds above.
SMILES | STK33 inh | KCNQ2 block | Kir21 inh
Cc1ccccc1NS(=O)(=O)CCCCC(Cl)(Cl)Cl | -3.0 | i | 0.16
O=C(CC1C(=O)NCCN1Cc1ccc(-c2ccccc2)cc1)NCCc1ccccn1 (configuration not stated) | -0.7 | i | -0.56

Additional results:
SMILES | STK33 inh | KCNQ2 block | Kir21 inh
NS(=O)(=O)c1ccc(CCNC(=O)Cc2cccs2)cc1 | -0.9 | i | -1.65
NS(=O)(=O)c1ccc(CNC(=O)c2ccccc2SCC(=O)N2CCCC2)cc1 | -3.0 | i | 1.27
O=C(Cc1ccccc1)Nc1nonc1NC(=O)c1ccccc1 | -1.1 | i | -1.18
COc1ccccc1NC(=O)N1CCCC1C(=O)Nc1ccc2c(c1)OCCO2 (configuration not stated) | -0.4 | i | 1.24
COc1ccc(S(=O)(=O)N2CCC(Cc3ccccc3)CC2)cc1NC(C)=O | 0.7 | i | 0.42
CC(=O)Nc1ccc(S(=O)(=O)N2CCCc3ccccc32)cc1 | -0.9 | i | -0.83
Cc1cc(C)n(C(=O)c2cc3sccc3[nH]2)n1 | -0.6 | i | -0.28
Cc1cccc(NC(=O)Cn2cnc(S(=O)(=O)N3CCCC3)c2)c1C | -1.7 | i | -0.78
O=C(CN(CCc1ccccc1)C(=O)c1csnn1)NC1CCCC1 | -2.1 | i | 0.04
CNC(=S)N/N=C/c1ccccc1OCC(=O)O | -1.0 | i | 0.94
COc1ccccc1NC(=S)N1CCC(c2nc3ccccc3o2)CC1 | -1.3 | i | 1.07
Brc1ccc(CNc2nc3ccccc3n2CCN2CCCCC2)cc1 | -0.1 | i | -3.29
CCN(CC)CCOC(=O)c1c(C)oc2ccc(OC)cc12 | 0.0 | i | -0.28
O=C(N/N=C/C=C\c1cccc([N+](=O)[O-])c1)c1cccnc1 | -0.4 | i | 0.31
COCC(C)NS(=O)(=O)c1ccc(C)cc1 (configuration not stated) | -1.3 | i | 1
O=C(N/N=C/C=C/c1ccccc1)c1cc2c(ccc3ccccc32)o1 | 0.4 | i | -0.01
O=C(CSc1nc2cccnc2n1Cc1ccccc1)N1CCCC1 | 3.1 | i | 0.4
CCOC(=O)c1sc(NC(=O)Nc2cccc(Cl)c2)cc1C | -1.1 | i | 0.69
Cc1cc(OCC(O)CN2CCN(c3ccccn3)CC2)cc(C)c1Cl (configuration not stated) | 0.7 | i | -0.23
CC1CC(C)CN(C(=O)c2ccc3nc[nH]c3c2)C1 (configuration not stated) | -1.3 | i | -0.5
CCS(=O)(=O)Nc1ccc(-c2nnc(SCC(=O)c3ccc(NC(C)=O)c(OC)c3)o2)cc1 | -1.4 | i | 0.23
CCn1c(SCC(=O)NCc2ccccc2)nc2ccccc2c1=O | -2.3 | i | -0.02
Cc1ncc(CN2CCCC(CCC(=O)NCc3ccccc3F)C2)s1 (configuration not stated) | -0.7 | i | 0.15
O=C1CSC(c2cccnc2)N1C1CCCCC1 (configuration not stated) | -0.6 | i | -1.96
CCNC(=S)Nc1ccc2cn[nH]c2c1 | 30.7* | i | -0.02
Clc1ccc(-c2nc(N3CCOCC3)nc3ccccc23)cc1 | 2.0 | i | 0.51
Cc1nc2cc(F)ccc2n1C1CCN(C(=O)c2c(F)cccc2F)CC1 | 1.0 | i | 0.45
Cc1cc(C)nc(SCc2ccc(Br)cc2)n1 | -1.2 | i | -0.87
CN(/C(=N/S(=O)(=O)c1cccs1)c1ccccc1)c1ccc(O)cc1 | -2.8 | i | 0.16
O=C(Nc1nc2ccccc2s1)NC1CCCCC1 | -0.4 | i | 0.78
CCOC(=O)N1CCC(N(CCN(C)C)C(=S)Nc2cccc(SC)c2)CC1 | -1.0 | i | -0.12
CCN(CC)CCNC(=O)CSc1c2c(nc3cc(Cl)ccc13)CCCC2 | 4.3 | i | -1
CSC1=NC(C)(C)CC2(C)Nc3ccccc3N12 (configuration not stated) | -1.3 | i | -0.54
c1ccc(Nc2c(-c3ccco3)nc3ccccn23)cc1 | -0.4 | i | 1.63
O=S(=O)(Nc1ccc(N2CCOCC2)cc1)c1cc(Cl)ccc1Cl | -0.6 | i | 0.01
NC(=O)c1ccc(CN2CCC(Cc3ccccc3)CC2)cc1 | 0.1 | i | -1.02
COc1ccccc1CNc1ncnc2cc(OC)c(OC)cc12 | 0.9 | i | -0.04
O=C(Nc1ccccc1N1CCOCC1)c1ccccc1[N+](=O)[O-] | 0.0 | i | -0.24
COc1ccc(-c2cn[nH]c2-c2ccc(OCc3ccc([N+](=O)[O-])cc3)cc2O)cc1 | 0.2 | i | -0.02
CC12CN3CCN(CC(C3)/C1=N\NC(=O)c1ccccc1N)C2 | -3.5 | i | 2.12
FC(F)(F)c1cccc(NC(=S)NNC(=S)NCc2ccccc2)c1 | 0.0 | i | 1.45
CCOc1ccc(NC(=O)c2cc3n(n2)C(C(F)(F)F)CC(c2ccco2)N3)cc1 (configuration not stated) | -1.5 | i | 0.04
CC(C)(C)c1ccc(OCc2ccc(C(=O)N/N=C/c3ccc([N+](=O)[O-])cc3)o2)cc1 | 0.1 | i | -1.35
CCCN1CCN(c2ccc(S(N)(=O)=O)cc2[N+](=O)[O-])CC1 | 1.5 | i | 0.9
O=C(Cn1c2ccc(F)cc2c2nc3n(c(=O)c21)CCS3)Nc1ccccc1C(F)(F)F | -2.1 | i | 0.49
CCOC(=O)C1=C(C)Nc2ccccc2N=C1NC(=O)c1cccc(S(=O)(=O)NCc2ccccc2)c1 | -2.0 | i | 1.41
COc1ccc(C(=O)N2CCN(c3nc4ccccc4o3)CC2)cc1OC | -0.3 | i | 0.11
Cc1noc(/C=C/N(C)C)c1S(=O)(=O)N(C)CC(=O)N1CCc2ccccc21 | 0.1 | i | -0.85
COc1cccc2c(=O)cn[nH]c12 | -0.3 | i | -1.24
O=C(Cc1n[nH]c(=O)c2ccccc12)OCC(=O)c1ccccc1Cl | 0.4 | i | -0.1

Molecules listed so far that contain bromine:
SMILES | STK33 inh | KCNQ2 block | Kir21 inh
COc1ccccc1Oc1ccc2c(c1)C(=O)N(c1ccc(Br)c3cccnc13)C2=O | -1.3 | i | 0.09
Brc1ccc(CNc2nc3ccccc3n2CCN2CCCCC2)cc1 | -0.1 | i | -3.29
Cc1cc(C)nc(SCc2ccc(Br)cc2)n1 | -1.2 | i | -0.87
